PMK inhibit: blocks S. pneumoniae phosphomevalonate kinase. purified PMK, PK/LDH-coupled NADH absorbance 340 nm. inhibition, % at 10 µM. 0.49% of 65,000 active. AID 539;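 active means top-ranked compounds by inhibition in the single 10 µM screen, taking a fixed number of the strongest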;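 further: 0% = full reaction with DMSO carrier and 100% = background rate without enzyme reaction; no value below 0 was filed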
HPDE-C7K KRASV12: cytotoxicity in KRAS-transformed pancreatic duct cells, primary screen, cell-based, fluorescence, HTS (AID 431); HPDE-C7K KRASV12 cells, Alamar Blue viability, 48 h; higher % means a stronger effect; cytotoxicity, % at 10 µM, or EC50 in µM where a hit was titrated; 1.7% of 63,000 active;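 active means compounds whose percent cytotoxicity in the single-dose primary screen, scaled between solvent and toxic-drug controls, exceeds 50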;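 further: 0% = DMSO solvent wells and 100% = doxorubicin-treated wells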
TNAP inhibition: human TNAP enzyme inhibitors, biochemical, luminescent (AID 518) | purified TNAP enzyme, luminescent substrate readout; higher % means a stronger effect | inhibition, % at 20 µM, or IC50 in µM where a hit was titrated | 0.09% of 64,000 active; in the data active means a potency from the dose series; inactive means the rest, 99 in 100 with inhibition below about 22%;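 further: plate controls were vehicle for no effect and reference inhibitor for full effect; many of its hits are not listed in these tables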
Spn MK inh: S. pneumoniae mevalonate kinase inhibition. purified MK, PK/LDH-coupled NADH absorbance 340 nm. inhibition, % at 10 µM. 0.48% of 65,000 active. AID 555;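 active means ranked among the strongest by inhibition in the single 10 µM screen, a fixed top-ranked set picked for dose follow-up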; further: no value below 0 was filed
Bfl-1 inhibitors: Bfl-1 inhibitors, primary screen, biochemical, fluorescence polarization, FITC-Bid, mouse (AID 432) | FITC-Bid BH3 peptide fluorescence polarization displacement; higher % means a stronger effect | displacement, % at 20 µM; hits with a dose series show IC50 in µM | 0.02% of 64,000 active; in the data active means a potency from the dose series; inactive means the rest, 99 in 100 with displacement below about 15%; further: strong numbers were not always called active
HT1080 viability: HT1080 cell viability loss – fluorescence readout (AID 620); HT1080 viability, fluorescence; higher % means a stronger effect; cytotoxicity, % at 10 µM; hits with a dose series show EC50 in µM; 0.42% of 87,000 active;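 further: cells exposed to compound overnight then 4 h with Alamar Blue; 0% = vehicle DMSO and 100% = killing control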
DPM-DC inhibit: blocks S. pneumoniae diphosphomevalonate decarboxylase; 0.49% of 65,000 active; calls only at 10 µM; purified DPM-DC, PK/LDH coupled NADH fluorescence;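 active means the 320 compounds with the highest percent inhibition in the single-dose primary screen, excluding strongly autofluorescent ones, cut at about 32% in these data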;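 further: kinetic rate of NADH fluorescence loss reporting ADP formed by the decarboxylase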
HPDE-C7 cytotoxicity: HPDE-C7 pancreatic duct cell viability loss – fluorescence, HTS (AID 430); 1.8% of 63,000 active; HPDE-C7 pancreatic duct cells viability, fluorescence; higher % means a stronger effect; cytotoxicity, % at 10 µM; hits with a dose series show EC50 in µM;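 further: cells exposed to compound for 48 hours before viability readout; 0% = vehicle and 100% = reference cytotoxic drug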
LYP phosphatase: LYP phosphatase inhibitors, primary screen, biochemical, DiFMUP fluorescence, recombinant catalytic domain, 10 µM (AID 606) | recombinant LYP catalytic domain, DiFMUP fluorescence; higher % means a stronger effect | inhibition, % at 10 µM; hits with a dose series show IC50 in µM | 52,000 tested, under 10 active;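 active means IC50 under 40 µM in the dose-response test; inactive means IC50 of 40 µM or more, or never dose-tested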
PMK inhibit pilot replicates: second read-out of PMK inhibit, no call of its own (marks repeat the call); inhibition, %; measured here: pilot screen replicates
Spn MK inh pilot replicates: recorded beside Spn MK inh, whose call it bears; inhibition, %; measured here: pilot screen replicates
DPM-DC inhibit pilot screen %: further read-out of DPM-DC inhibit, marked with its call; inhibition, %; measured here: pilot screen trials
* = called active by the depositor; i = inactive; / = no result given. Unless noted, no stated cut-off is given here; in the data, active means cytotoxicity above about 50%; inactive means the rest.

Sample of the layout (2 entries):
SMILES	PMK inhibit	HPDE-C7K KRASV12	TNAP inhibition	Spn MK inh	Bfl-1 inhibitors	HT1080 viability	DPM-DC inhibit	HPDE-C7 cytotoxicity	LYP phosphatase	others
CCOC(=O)C1CCCN(C(=O)c2cn(CC)c3ccc(S(=O)(=O)N4CCCC4)cc3c2=O)C1 (stereo not given)	3	-2%	8%	7	-4%	-6%	i	-6%	/
Cc1noc(C)c1CSc1ccccc1C(=O)N1CCN(c2ccccc2)CC1	0	2%	17%	12	-1%	-6%	i	-14%	/	PMK inhibit pilot replicates=2.0;Spn MK inh pilot replicates=0.0;DPM-DC inhibit pilot screen %=0.0

This part in full, repeating the preview:
SMILES	PMK inhibit	HPDE-C7K KRASV12	TNAP inhibition	Spn MK inh	Bfl-1 inhibitors	HT1080 viability	DPM-DC inhibit	HPDE-C7 cytotoxicity	LYP phosphatase	others
CCOC(=O)C1CCCN(C(=O)c2cn(CC)c3ccc(S(=O)(=O)N4CCCC4)cc3c2=O)C1 (stereo not given)	3	-2%	8%	7	-4%	-6%	i	-6%	/
Cc1noc(C)c1CSc1ccccc1C(=O)N1CCN(c2ccccc2)CC1	0	2%	17%	12	-1%	-6%	i	-14%	/	PMK inhibit pilot replicates=2.0;Spn MK inh pilot replicates=0.0;DPM-DC inhibit pilot screen %=0.0
CN(C)S(=O)(=O)c1cccc(C(=O)N2CCc3ccccc32)c1	3	-12%	8%	5	5%	1%	i	0%	-11%
O=C(O)c1ccccc1S(=O)(=O)NCC(O)COc1ccc(Br)cc1 (stereo not given)	4	-14%	3%	6	5%	3%	i	-5%	7%	PMK inhibit pilot replicates=0.0;Spn MK inh pilot replicates=0.0;DPM-DC inhibit pilot screen %=0.0
Cc1ccc(N2C(=O)[C@@H]3[C@H](C2=O)C2c4ccccc4C=CN2[C@@H]3C(=O)c2ccco2)c(C)c1 (stereo not given in full)	8	17%	3%	0	0%	2%	i	10%	/
CC1(C)CC(=O)C2=C(C1)NC(=O)CC2C(=O)NCc1ccc(F)cc1 (stereo not given)	12	-7%	11%	9	-5%	-2%	i	-10%	16%	PMK inhibit pilot replicates=2.0;Spn MK inh pilot replicates=1.5;DPM-DC inhibit pilot screen %=2.5
CC(=O)c1cccc(NC(=O)N2CCCC2C(=O)Nc2ccccc2C)c1 (stereo not given)	15	-12%	11%	2	1%	-16%	i	-9%	9%
CCOC(=O)c1cc2c(ccn2C)n1CC(=O)N1CCN(c2ccc(F)cc2)CC1	7	-19%	17%	11	3%	2%	i	-22%	/
Cn1c(N2CCN(C(=O)C34CC5CC(CC(C5)C3)C4)CC2)nc2ccccc21	12	16%	9%	2	-4%	0%	i	9%	4%
Cc1cc(Oc2ccccc2)nc2ccc(O)cc12	4	/	8%	8	2%	/	/	/	-3%
COc1ccc(CCn2c(C)cc(C(=O)CSc3nnc(N)s3)c2C)cc1	10	-2%	12%	3	-1%	24%	i	-7%	12%
O=C(c1ccc2ccccc2c1)N1CCN(c2ccc(O)cc2)CC1	26*	66%*	-3%	5	7%	2%	i	50%*	6%
COc1cc(Br)c(S(=O)(=O)Nc2c(C)n(C)n(-c3ccccc3)c2=O)cc1OC	3	-1%	15%	5	-3%	10%	i	-2%	16%
CCOC(=O)C(CC)n1cnc2c(nnn2-c2ccc(OC)cc2)c1=O (stereo not given)	10	-2%	9%	0	5%	29%	i	-10%	/
Nc1ccccc1OCCOCCOc1ccccc1N	13	12%	6%	0	-9%	3%	i	11%	-12%
CCOC(=O)C1Cn2c(nc3c(c2=O)C(C)(C)Cc2ccccc2-3)S1 (stereo not given)	11	9%	21%	6	-9%	-8%	i	10%	/
Cc1cc(C)nc(NC2=NCC(=O)N2c2cc(Cl)cc(Cl)c2)n1	0	-8%	3%	6	-9%	-3%	i	-7%	-1%
COc1nc(Nc2cccc(C)c2)nc(N2CCCCC2)n1	8	-4%	10%	2	-6%	/	i	-16%	4%
Cc1cnn(-c2cc(Oc3ccccc3)ncn2)c1	6	-12%	8%	4	-13%	-6%	i	-9%	18%
O=C(O)c1ccnc(C(=O)O)c1	0	11%	4%	0	-1%	/	i	3%	6%
CC(C)NC(=O)Nc1cccs1	0	12%	7%	9	-4%	0%	i	2%	-27%	PMK inhibit pilot replicates=4.5;Spn MK inh pilot replicates=1.0;DPM-DC inhibit pilot screen %=1.0
Cc1c(O)ccc2c3c(c(=O)oc12)CCCC3	8	0%	19%	9	-6%	8%	/	5%	11%
Cc1ccc(-n2c(=O)cc(N3CCC(C)CC3)[nH]c2=O)cc1	6	-2%	5%	0	-16%	6%	i	-14%	-1%
O=C1COc2cccnc2N1	2	/	2%	8	4%	8%	i	/	-6%
O=C(O)c1cccc(CSc2ncccn2)c1	5	-4%	-1%	4	-3%	-5%	i	-9%	10%
COc1ccc(N2CCN(CC(=O)Nc3c(C)cc(C)cc3C)CC2)cc1	11	-1%	8%	12	-5%	2%	i	-10%	/
O=C(Nc1ccc(Oc2ccccc2)cc1)C1CCCN(c2ncccn2)C1 (stereo not given)	0	-6%	13%	8	-2%	0%	i	-12%	/
CN(CCc1ccccn1)S(=O)(=O)c1ccc2c3c(cccc13)C(=O)N2	0	/	/	2	/	-2%	/	/	24%
CCn1c(/N=C/c2c[nH]c3ccccc23)nc2ccccc21	0	2%	9%	8	1%	-20%	i	7%	/
CC12CCC(C(=O)NCc3ccc4c(c3)OCO4)(OC1=O)C2(C)C (stereo not given)	0	-18%	7%	5	2%	/	i	-9%	11%
Cc1cc(NC(=O)c2noc3c2CCc2ccccc2-3)no1	7	-1%	10%	5	3%	4%	i	7%	3%
CN1C(=O)N(c2cccc3ccccc23)C(n2cncn2)C1(C)C (stereo not given)	10	/	8%	6	-1%	36%	i	/	8%
Cc1ccc2c(c1)nnn2C1CCN(CC(=O)N2CCN(c3ccc(F)cc3)CC2)CC1	2	8%	6%	16	1%	-7%	i	2%	/
N#C/C(C(=O)NCc1ccco1)=C1/SC(Cc2ccc(F)cc2)C(=O)N1c1ccccc1 (stereo not given)	6	9%	15%	0	-6%	1%	i	1%	5%	PMK inhibit pilot replicates=2.0;Spn MK inh pilot replicates=1.0;DPM-DC inhibit pilot screen %=1.5
Cc1nccn1CCc1n[nH]c(=S)n1Cc1ccccc1	15	1%	12%	1	-6%	12%	i	4%	/
Cc1cccc(NCc2ccccc2O)n1	0	6%	5%	0	-3%	-8%	i	8%	-2%
Cc1c(C(=O)N2CCCc3ccccc32)sc2nc(-c3ccccc3)cn12	9	-4%	9%	1	-3%	/	i	0%	6%
Cc1occc1-c1nnc(SCC(=O)NCC2CCCO2)n1C (stereo not given)	7	4%	14%	8	-1%	-1%	i	-23%	/	PMK inhibit pilot replicates=4.5;Spn MK inh pilot replicates=0.0;DPM-DC inhibit pilot screen %=4.0
O=C(OCc1cc2ccccc2[nH]c1=O)c1cccnc1	0	10%	10%	5	-7%	12%	i	-6%	17%
CC1=C(C(N)=O)C(c2ccc(Cl)cc2Cl)n2ncnc2N1 (stereo not given)	9	-2%	9%	1	-3%	4%	i	-24%	-2%	PMK inhibit pilot replicates=3.0;Spn MK inh pilot replicates=1.0;DPM-DC inhibit pilot screen %=1.0
O=C(O)c1cc(-c2ccncc2)nc2ccc(F)cc12	6	-1%	6%	9	0%	41%	i	1%	3%
c1ccc2c(c1)CCN(c1nc3ccccc3n3cnnc13)C2	12	7%	9%	13	3%	-9%	i	6%	7%
CSC(=O)NC12CC3CC(CC(C)(C3)C1)C2	0	0%	1%	1	-3%	-1%	i	-6%	13%
Cc1sc(NC(=O)c2ccccc2)c(C(=O)N2CCN(C)CC2)c1C	16	-13%	11%	8	-2%	-2%	i	1%	/
COc1cccc(OC)c1C(=O)N1CCN(Cc2ccc3c(c2)OCO3)CC1	14	-1%	-1%	8	-3%	-6%	i	-11%	-7%
COC(=O)C(C)Sc1nc(-c2ccc(OC)cc2)nc2c1c(=O)n(C)c(=O)n2C (stereo not given)	14	/	/	5	/	14%	i	/	9%
CCn1c(C)nc2cc(-c3nnc(-c4c(-c5ccccc5)noc4C)o3)ccc21	0	-2%	6%	11	-4%	0%	i	-4%	-11%
Nc1ccc(Cl)cc1/C(=N/O)c1ccccc1	0	-14%	10%	2	-12%	-13%	i	-4%	15%
O=C(c1cnc2sccn2c1=O)N1CCc2ccccc2C1	24	-3%	15%	4	12%	2%	i	12%	20%	PMK inhibit pilot replicates=1.0;Spn MK inh pilot replicates=2.5;DPM-DC inhibit pilot screen %=7.0
Cn1nc(C(C)(C)C)cc1C(=O)Nc1nc2c(s1)C(=O)CC(C)(C)C2	13	4%	0%	0	-3%	-14%	i	-4%	3%
Clc1ccc(Cn2nnc(-c3ccc(N4CCOCC4)cc3)n2)cc1	11	-31%	5%	8	0%	0%	i	-21%	1%
CCSC(C)CC1CC(=O)CC(=O)C1 (stereo not given)	8	-1%	9%	7	-1%	22%	i	-14%	7%
CCCCCn1c(CN(C)Cc2ccccc2)nc2c1c(=O)n(C)c(=O)n2C	4	18%	16%	1	-3%	-4%	i	12%	5%	PMK inhibit pilot replicates=1.5;Spn MK inh pilot replicates=1.0;DPM-DC inhibit pilot screen %=0.0

Not a retest: 4 of the compounds above.
SMILES	PMK inhibit	HPDE-C7K KRASV12	TNAP inhibition	Spn MK inh	Bfl-1 inhibitors	HT1080 viability	DPM-DC inhibit	HPDE-C7 cytotoxicity	LYP phosphatase	others
Cn1nc(C(C)(C)C)cc1C(=O)Nc1nc2c(s1)C(=O)CC(C)(C)C2	13	4%	0%	0	-3%	-14%	i	-4%	3%
Clc1ccc(Cn2nnc(-c3ccc(N4CCOCC4)cc3)n2)cc1	11	-31%	5%	8	0%	0%	i	-21%	1%
CCSC(C)CC1CC(=O)CC(=O)C1 (stereo not given)	8	-1%	9%	7	-1%	22%	i	-14%	7%
CCCCCn1c(CN(C)Cc2ccccc2)nc2c1c(=O)n(C)c(=O)n2C	4	18%	16%	1	-3%	-4%	i	12%	5%	PMK inhibit pilot replicates=1.5;Spn MK inh pilot replicates=1.0;DPM-DC inhibit pilot screen %=0.0

High-throughput results (PubChem BioAssay)
